Tau fibril ThT – tau fibrillization inhibition (ThT binding) | P10636 | recombinant tau K18 P301L (four-repeat tau fragment), heparin-induced fibrillization, ThT fluorescence | Potency, µM (top dose mostly 57.4 µM), inactives show at the top dose activity, negative = inhibition, usual class: inhibitors | 270,000 compounds, 2.1% hits; further: nearly all actives have a fitted effect of over 55% in size
Target sequence (P10636 561-689 P618L limits assumed): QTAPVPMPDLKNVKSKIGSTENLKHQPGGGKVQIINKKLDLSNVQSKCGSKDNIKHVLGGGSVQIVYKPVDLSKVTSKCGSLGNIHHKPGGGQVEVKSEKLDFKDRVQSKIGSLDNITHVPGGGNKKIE
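In this qHTS, human K18 P301L tau is incubated with compound and heparin for 6 hr at 37 C, and Thioflavin T fluorescence then reports fibril load.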
TRb SRC2 PPI – disrupts binding of human TR beta to SRC2 | P10828 | TRbeta-SRC2 peptide binding, fluorescence polarization; receptor liganded with 1 µM T3 | Potency, µM (doses to about 106 µM), for inactives: at the highest dose activity change, negative = inhibition, usual class: inhibitors | 280,000 compounds, 0.065% hits;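 further: plate controls were bound peptide for no effect and peptide without receptor for full effect; nearly all actives have a fitted effect of over 50% in size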
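Human TRb ligand-binding domain (0.6 uM) is mixed with 20 nM Texas Red SRC2 peptide and 1 uM T3; after compound addition and 5 hr at ambient temperature, polarization is measured and normalized to unbound and bound controls.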
TexasRed fluor – Texas Red fluorescence interference in TRb-SRC2 counter-screen | TRb/SRC2 Texas Red total fluorescence interference | Potency, µM (highest dose often 106 µM), inactives show at the highest dose fluorescence change, negative = quenching | 280,000 compounds, 0.29% hits; active means well fitted curve in either direction with a large enough effect; inconclusive means small, poorly fitted or top-dose-only effect
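Human TRβ ligand-binding domain (0.6 uM) and Texas Red SRC2 peptide (20 nM) in Tris buffer with 1 uM T3 and 5% DMSO were incubated with pinned compound for 5 hr at ambient temperature. Total fluorescence was computed as S + 2P (555/632 nm).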
RECQ1 inh – RECQ1 (human) helicase inhibition; AID 2549; RECQ1 DNA unwinding, red fluorescence kinetic read; Potency, µM (doses to about 57.3 µM), without a hit: at the highest dose activity, negative = inhibition, hits mostly inhibitors; 240,000 compounds, 0.54% hits; P46063;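 further: plate controls were vehicle for no effect and no enzyme for full effect; nearly all actives have a fitted effect of over 30% in size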
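50 nM RECQ1T1 preincubated 15 min with compound in Tris pH 8.0 buffer with MgCl2, DTT, Tween-20 and 2.5 ug/ml poly(dI-dC); started with 200 nM TAMRA/BHQ-2 forked duplex and 2 mM ATP. Unwinding read as fluorescence (525/598 nm), two reads 2 h apart.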
L3MBTL1 block – blocks human L3MBTL1. AlphaScreen L3MBTL1–H3K9me1 peptide binding. Potency, µM (highest dose often 57.1 µM), for inactives: at the top dose activity, negative = inhibition, most hits filed as inhibitors. 230,000 compounds, 0.66% hits. AID 485360; further: nearly all actives have a fitted effect of over 60% in size
Target sequence (Q9Y468 whole entry, looked up): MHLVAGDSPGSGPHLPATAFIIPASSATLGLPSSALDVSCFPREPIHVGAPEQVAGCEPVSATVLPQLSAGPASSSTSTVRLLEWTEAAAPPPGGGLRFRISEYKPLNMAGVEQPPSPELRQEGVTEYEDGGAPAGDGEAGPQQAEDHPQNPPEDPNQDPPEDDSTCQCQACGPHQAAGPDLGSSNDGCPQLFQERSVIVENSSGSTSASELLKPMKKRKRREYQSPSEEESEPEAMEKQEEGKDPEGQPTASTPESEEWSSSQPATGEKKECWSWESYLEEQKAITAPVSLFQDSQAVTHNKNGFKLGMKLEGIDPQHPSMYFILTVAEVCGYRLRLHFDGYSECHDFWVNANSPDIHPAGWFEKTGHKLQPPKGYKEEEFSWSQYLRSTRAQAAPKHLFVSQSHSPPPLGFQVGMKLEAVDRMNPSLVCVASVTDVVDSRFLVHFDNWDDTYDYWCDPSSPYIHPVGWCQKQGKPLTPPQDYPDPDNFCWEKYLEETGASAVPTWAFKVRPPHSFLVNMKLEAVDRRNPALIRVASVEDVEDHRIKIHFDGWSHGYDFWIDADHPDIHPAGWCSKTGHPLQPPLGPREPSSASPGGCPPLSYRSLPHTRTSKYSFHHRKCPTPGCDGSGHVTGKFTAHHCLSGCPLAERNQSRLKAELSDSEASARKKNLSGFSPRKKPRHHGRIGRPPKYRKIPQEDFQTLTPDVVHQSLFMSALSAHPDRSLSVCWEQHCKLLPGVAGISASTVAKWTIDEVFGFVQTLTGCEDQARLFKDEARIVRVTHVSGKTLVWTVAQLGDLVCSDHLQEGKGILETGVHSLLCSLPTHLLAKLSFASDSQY
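First, the protein-peptide complex forms for 30 min at room temperature (L3MBTL1 50 nM, biotinylated H3K9me1 peptide 75 nM). Next, compounds are pin-transferred and incubated 30 min. Finally, AlphaScreen beads are added and read after 30 min.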
JMJD2E inh – JMJD2E (human) inhibition; 230,000 compounds, 1.6% hits; Potency, µM (series often up to 57.1 µM), for the others: top-dose activity change, negative = inhibition, actives largely listed as inhibitors; B2RXH2; JMJD2E catalytic domain, FDH-coupled NADH fluorescence (FDH is formaldehyde dehydrogenase); active means well fitted inhibition curve with a large enough effect, not every such curve was filed as active; inconclusive means small, poorly fitted or top-dose-only effect, or another doubt; inactive means no such curve, though single readings can be large or run the other way;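 further: 0% = wells with enzyme and -100% = buffer wells without enzyme; nearly all actives have a fitted effect of over 50% in size; many of its hits are not listed in these tables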
Tau FP inhib – inhibitors of human tau fibril formation | Potency, µM (highest dose often 57.7 µM), without a hit: at the highest dose activity, negative = inhibition, actives largely listed as inhibitors | P10636 | 280,000 compounds, 0.39% hits | K18 P301L tau heparin fibrillization, Alexa594 FP, 6 h | AID 1468; further: nearly all actives have a fitted effect of over 55% in size
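FP of Alexa 594-tau after heparin (20 uM) induction. Substrate: human K18 P301L, 15 uM unlabeled, 0.24 uM labeled. Buffer 100 mM sodium acetate pH 7. 6 hr, 37 C.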
RGS12 GoLoco inh – blocks human Gai1 binding to RGS12 GoLoco peptide, red readout; 230,000 compounds, 0.44% hits; Potency, µM (top dose mostly 61.6 µM), for the others: at the highest dose activity, negative = inhibition, usual class: inhibitors; Gai1:RGS12 GoLoco peptide FP, rhodamine, 10 min; P63096; AID 880; active means well fitted inhibition curve with a large enough effect, not every such curve was filed as active; inactive means no such curve, though single readings can be large or run the other way; further: nearly all actives have a fitted effect of over 30% in size; many of its hits are not listed in these tables
Active calls of the source: *. Unless noted, the call rests on the fitted dose curve; in most records, active means well fitted curve in the direction sought with a large enough effect; inconclusive means small, poorly fitted or top-dose-only effect, or another doubt; inactive means no such curve, though single readings can be large; an effect the other way counts as inactive or inconclusive. Unless noted, on the % scale 0 is the no-effect control and ±100 the full control effect; potency means the concentration at half of the fitted maximal effect.

What do the screens show for `COC(=O)c1ccc(Cl)c(NS(=O)(=O)c2ccc3c(c2)OCCO3)c1`?
Tau fibril ThT: -7%; TRb SRC2 PPI: -5%; TexasRed fluor: -1%; RECQ1 inh: -1%; L3MBTL1 block: -10%; JMJD2E inh: inconclusive; Tau FP inhib: 2%; RGS12 GoLoco inh: 1%

What do the screens show for `CN(C)c1ccc(C(=O)c2ccc(N(C)C)c(N)c2)cc1N`?
Tau fibril ThT: inconclusive; TRb SRC2 PPI: -7%; TexasRed fluor: -1%; RECQ1 inh: -8%; L3MBTL1 block: -16%; JMJD2E inh: -1%; Tau FP inhib: 2%; RGS12 GoLoco inh: 0%

Results for CC1=NN(c2cccc(C(=O)O)c2)C(=O)/C1=C\C=C/c1ccccc1 ?
Tau fibril ThT: 7.1µM*; TRb SRC2 PPI: 1%; TexasRed fluor: -2%; RECQ1 inh: -11%; JMJD2E inh: -13%; Tau FP inhib: inconclusive; RGS12 GoLoco inh: -3%

Results for CC(=O)c1cccc(NC(=O)CCCN2C(=O)COc3ccc(C)cc32)c1 ?
Tau fibril ThT: inconclusive; TRb SRC2 PPI: -3%; TexasRed fluor: 1%; Tau FP inhib: -3%

How did CCOc1ccccc1NC(=O)CSc1nnc2[nH]c(=O)cc(-c3ccccc3)n12 do in these assays?
Tau fibril ThT: inconclusive; TRb SRC2 PPI: 2%; TexasRed fluor: -2%; Tau FP inhib: -2%

Results for COc1ccc(CC(N)C(=O)N[C@H]2[C@@H](O)[C@H](n3cnc4c(N(C)C)ncnc43)O[C@@H]2CO)cc1 (stereo partly specified) ?
Tau fibril ThT: -5%; TRb SRC2 PPI: -1%; TexasRed fluor: 7%; RECQ1 inh: -1%; Tau FP inhib: 7%; RGS12 GoLoco inh: -2%

What do the screens show for `NS(=O)(=O)c1ccc(NC(=S)N2CCN(c3ccccc3Cl)CC2)cc1`?
Tau fibril ThT: -8%; TRb SRC2 PPI: -6%; TexasRed fluor: -5%; RECQ1 inh: -5%; L3MBTL1 block: -7%; JMJD2E inh: 6%; Tau FP inhib: -12%; RGS12 GoLoco inh: 11%

Results for CCOC(=O)N1CCN(c2c(N3CCN(c4ccccn4)CC3)c(=O)c2=O)CC1 ?
Tau fibril ThT: -8%; TRb SRC2 PPI: -2%; TexasRed fluor: 0%; RECQ1 inh: -1%; L3MBTL1 block: 1%; JMJD2E inh: 3%; Tau FP inhib: -6%; RGS12 GoLoco inh: 2%

How did c1ccc(SCCOCCn2cncn2)cc1 do in these assays?
Tau fibril ThT: -1%; TRb SRC2 PPI: -5%; TexasRed fluor: -3%; RECQ1 inh: 2%; L3MBTL1 block: 0%; JMJD2E inh: inconclusive; Tau FP inhib: -1%; RGS12 GoLoco inh: 1%

How did CC1CCCN(S(=O)(=O)c2ccc(Br)s2)C1 (stereo unspecified) do in these assays?
Tau fibril ThT: -12%; TRb SRC2 PPI: -8%; TexasRed fluor: -2%; RECQ1 inh: -5%; L3MBTL1 block: 11%; JMJD2E inh: -18%; Tau FP inhib: -4%; RGS12 GoLoco inh: -5%

How did CCOc1ccc(-n2c(SCc3nc(-c4ccccc4C)no3)nnc2-c2ccccc2)cc1 do in these assays?
Tau fibril ThT: -1%; TRb SRC2 PPI: 8%; TexasRed fluor: 7%; Tau FP inhib: -3%

What do the screens show for `O=C(COC(=O)/C=C/c1ccc(F)cc1)Nc1cc(C(F)(F)F)ccc1N1CCOCC1`?
Tau fibril ThT: -10%; TRb SRC2 PPI: -5%; TexasRed fluor: 2%; RECQ1 inh: -7%; L3MBTL1 block: 10%; JMJD2E inh: -8%; Tau FP inhib: -13%; RGS12 GoLoco inh: 3%

What do the screens show for `CC(=O)c1ccc(NC(=O)NCCc2c[nH]c3ccccc23)cc1`?
Tau fibril ThT: inconclusive; TRb SRC2 PPI: -4%; TexasRed fluor: 4%; Tau FP inhib: -3%

What do the screens show for `Brc1cc2c(cc1COc1ccc(-c3nn[nH]n3)cc1)OCO2`?
Tau fibril ThT: 12%; TRb SRC2 PPI: -15%; TexasRed fluor: 4%; RECQ1 inh: -7%; L3MBTL1 block: 17%; JMJD2E inh: 16%; Tau FP inhib: 1%; RGS12 GoLoco inh: -5%

How did CCOP(=O)(Cc1ccc(C(C)(C)CC(C)=O)o1)OCC do in these assays?
Tau fibril ThT: -3%; TRb SRC2 PPI: 2%; TexasRed fluor: -4%; RECQ1 inh: -2%; L3MBTL1 block: -6%; JMJD2E inh: -5%; Tau FP inhib: 3%; RGS12 GoLoco inh: 3%

How did CC(C)C(=O)NNS(=O)(=O)c1ccccc1 do in these assays?
Tau fibril ThT: -8%; TRb SRC2 PPI: 1%; TexasRed fluor: -1%; RECQ1 inh: -16%; JMJD2E inh: -1%; Tau FP inhib: 1%; RGS12 GoLoco inh: 9%

What do the screens show for `COCCCNC(=S)N(Cc1ccccc1)Cc1nc2ccccc2c(=O)[nH]1`?
Tau fibril ThT: 0%; TRb SRC2 PPI: 2%; TexasRed fluor: 2%; RECQ1 inh: -2%; L3MBTL1 block: 8%; JMJD2E inh: inconclusive; Tau FP inhib: -3%; RGS12 GoLoco inh: 4%

What do the screens show for `CCOc1ccc(CNC(=O)Cn2cc3c(n2)-c2c(oc(C(=O)N4CCOCC4)c2C)CC3)cc1`?
Tau fibril ThT: -13%; TRb SRC2 PPI: 4%; TexasRed fluor: -3%; Tau FP inhib: 4%

Results for Cc1ccc(S(=O)(=O)c2c(O)cc(C)c(NS(=O)(=O)c3ccc(Cl)cc3)c2C)cc1 ?
Tau fibril ThT: 9%; TRb SRC2 PPI: 0%; TexasRed fluor: -18%; Tau FP inhib: inconclusive

What do the screens show for `Cn1c(=O)c2c(nc(NCCCCO)n2Cc2ccccc2Cl)n(C)c1=O`?
Tau fibril ThT: 0%; TRb SRC2 PPI: 4%; TexasRed fluor: -15%; Tau FP inhib: -10%

Results for COCCCNC(=O)CN1C(=O)COc2ccc(S(=O)(=O)N3CCCCCC3)cc21 ?
Tau fibril ThT: -2%; TRb SRC2 PPI: -1%; TexasRed fluor: 5%; Tau FP inhib: -1%

How did COc1ccc(F)cc1S(=O)(=O)Nc1ccc2c(c1)OCCO2 do in these assays?
Tau fibril ThT: -5%; TRb SRC2 PPI: -2%; TexasRed fluor: -2%; RECQ1 inh: -8%; L3MBTL1 block: -1%; JMJD2E inh: 2%; Tau FP inhib: 8%; RGS12 GoLoco inh: 6%

What do the screens show for `CCCCc1cc(=O)oc2cc(OCc3cc(OC)c(OC)c(OC)c3)c(Cl)cc12`?
Tau fibril ThT: -8%; TRb SRC2 PPI: -3%; TexasRed fluor: -3%; RECQ1 inh: -4%; L3MBTL1 block: 18%; JMJD2E inh: -9%; Tau FP inhib: -3%; RGS12 GoLoco inh: 6%

How did COC(=O)c1[nH]c2ccc(Cl)cc2c1NC(=O)CCN1CCN(C2CCCCC2)CC1 do in these assays?
Tau fibril ThT: -16%; TRb SRC2 PPI: -6%; TexasRed fluor: 3%; RECQ1 inh: -14%; L3MBTL1 block: 3%; JMJD2E inh: inconclusive; Tau FP inhib: 2%; RGS12 GoLoco inh: -53%

Among those listed so far, 2 have bromine.
How did CC1CCCN(S(=O)(=O)c2ccc(Br)s2)C1 (stereo unspecified) do in these assays?
Tau fibril ThT: -12%; TRb SRC2 PPI: -8%; TexasRed fluor: -2%; RECQ1 inh: -5%; L3MBTL1 block: 11%; JMJD2E inh: -18%; Tau FP inhib: -4%; RGS12 GoLoco inh: -5%

What do the screens show for `Brc1cc2c(cc1COc1ccc(-c3nn[nH]n3)cc1)OCO2`?
Tau fibril ThT: 12%; TRb SRC2 PPI: -15%; TexasRed fluor: 4%; RECQ1 inh: -7%; L3MBTL1 block: 17%; JMJD2E inh: 16%; Tau FP inhib: 1%; RGS12 GoLoco inh: -5%

The list continues:
What do the screens show for `Cc1cc(C)nc(SCc2cc(=O)c(OC(=O)c3cccc([N+](=O)[O-])c3)co2)n1`?
Tau fibril ThT: inconclusive; TRb SRC2 PPI: 0%; TexasRed fluor: -2%; RECQ1 inh: -4%; L3MBTL1 block: -8%; JMJD2E inh: inconclusive; Tau FP inhib: -9%; RGS12 GoLoco inh: 2%

How did CN(C)S(=O)(=O)c1ccc(C(=O)Nc2ccc(CCC(=O)N3CCCC3)cc2)cc1 do in these assays?
Tau fibril ThT: -7%; TRb SRC2 PPI: -4%; TexasRed fluor: -5%; RECQ1 inh: 7%; L3MBTL1 block: -7%; JMJD2E inh: 4%; Tau FP inhib: 0%; RGS12 GoLoco inh: 11%

Results for CCCCCCC(C)n1[nH]c(=O)c2c(C)cc(C)nc21 (stereo unspecified) ?
Tau fibril ThT: -12%; TRb SRC2 PPI: -2%; TexasRed fluor: -2%; RECQ1 inh: -3%; L3MBTL1 block: 1%; JMJD2E inh: 4%; Tau FP inhib: 7%; RGS12 GoLoco inh: 7%

Results for Cc1ccc(NS(=O)(=O)c2ccc(NC(=O)N3CCCC3)cc2)cc1C ?
Tau fibril ThT: 1%; TRb SRC2 PPI: -5%; TexasRed fluor: 2%; Tau FP inhib: -3%

What do the screens show for `Cn1c2c(c(=O)n(C)c1=O)C(CC(=O)Nc1ccccc1F)C(=O)N2` (stereo unspecified)?
TRb SRC2 PPI: -3%; TexasRed fluor: -5%; RECQ1 inh: -3%; JMJD2E inh: 2%; Tau FP inhib: 0%; RGS12 GoLoco inh: 9%

Results for CCn1c(=O)cc(SCC(=O)N2CCN(Cc3ccc4c(c3)OCO4)CC2)c2ccccc21 ?
Tau fibril ThT: inconclusive; TRb SRC2 PPI: -23%; TexasRed fluor: 0%; RECQ1 inh: 2%; L3MBTL1 block: -9%; JMJD2E inh: -19%; Tau FP inhib: 5%; RGS12 GoLoco inh: 0%

Results for N#C/C(=N\Nc1ccc(S(=O)(=O)N2CCCCCC2)cc1)C(N)=S ?
Tau fibril ThT: 14µM*; TRb SRC2 PPI: -7%; TexasRed fluor: -9%; RECQ1 inh: -17%; L3MBTL1 block: -24%; JMJD2E inh: 2%; Tau FP inhib: 6%; RGS12 GoLoco inh: 20%

How did CCCCOc1ccc(C(=O)O)cc1 do in these assays?
Tau fibril ThT: -3%; TRb SRC2 PPI: -14%; TexasRed fluor: 0%; RECQ1 inh: 2%; JMJD2E inh: -2%; Tau FP inhib: 10%; RGS12 GoLoco inh: 8%

Screening data deposited in PubChem BioAssay by National Center for Advancing Translational Sciences (NCATS).

Only part of the results is shown (hit frequency here may not be typical).
